Bioassay records deposited in PubChem BioAssay by National Center for Advancing Translational Sciences (NCATS).
HADH2 inh – inhibitors of human HADH2 dehydrogenase; 73,000 tested, 3.4% active; Potency, µM (doses to about 57.1 µM), for the others: at the highest dose activity change, negative = inhibition, usual class: inhibitors; Q99714; recombinant HADH2, NADH fluorescence, beta-hydroxybutyryl-CoA; AID 886; further: potency means the concentration at half of the fitted maximal effect; on the % scale 0 is the no-effect control and ±100 the full control effect; nearly all actives have a fitted effect of over 60% in size; many of its hits are not listed in these tables
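Read-out: 360 nm excitation, 450 nm emission, kinetic over 4 min. Conditions: His-tagged human HADH2 20 nM, pH 9.0 Tris with Tween-20, 1 mM NAD+, 90 uM beta-hydroxybutyryl-CoA.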
HEK293 cAMP ctrl – counter-screen for TSHR agonists: cAMP increase in parental HEK293 | parental HEK293 CNG cAMP sensor, membrane potential fluorescence | Potency, µM (top dose mostly 57.1 µM), without a hit: at the top dose activation, usual class: activators | 73,000 tested, 2.5% active | AID 938; further: potency means the concentration at half of the fitted maximal effect; % of control where 0% means no effect; nearly all actives have a fitted effect of over 55% in size
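Parental HEK 293 cells stably expressing a cAMP-gated CNG channel were loaded with membrane potential dye containing 100 uM RO 20-1724 for 60 min. Compound added for 30 min; depolarization read as fluorescence intensity at 590 nm.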
USP2a inh – blocks human ubiquitin-specific protease USP2a; USP2a enzymatic assay, qHTS inhibition; AID 927; 60,000 tested, 0.1% active; Potency, µM (top dose mostly 38.3 µM), for inactives: at the top dose activity change, negative = inhibition, hits mostly inhibitors;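 further: potency means the concentration at half of the fitted maximal effect; nearly all actives have a fitted effect of over 60% in size; plate controls were DMSO for no effect and NEM full inhibition control for full effect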
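20 nM USP2 core + cpd, 30 min RT; add 20 nM Ub-PLA2/20 uM NBD C6-HPC; read Ex460/Em535 at 0 h and 2.5 h. Normalized to NEM; qHTS curve fit/classification.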
Casp7 inh – blocks human caspase-7 allosterically or competitively; P55210; recombinant caspase-7, Ac-DEVD-AFC fluorescence rate; Potency, µM (top dose mostly 57.5 µM), for the others: at the highest dose activity change, negative = inhibition, actives largely listed as inhibitors; 75,000 tested, 0.02% active; active means well fitted inhibition curve with a large enough effect in the main read-out, with a control signal flat, not every such curve was filed as active; inconclusive means small, poorly fitted or top-dose-only effect, or a change in a side signal; further: potency means the concentration at half of the fitted maximal effect; % of control where 0% means no effect
BRCT inh red – disrupts BRCA1 BRCT binding to phosphoprotein, red fluorophore readout; Potency, µM (top dose mostly 76.9 µM), for inactives: top-dose activity change, negative = inhibition, hits mostly inhibitors; P38398; 75,000 tested, 0.03% active; BRCT-phosphopeptide binding, red fluorescence polarization; further: on the % scale 0 is the no-effect control and ±100 the full control effect
Target sequence (P38398 whole entry, looked up): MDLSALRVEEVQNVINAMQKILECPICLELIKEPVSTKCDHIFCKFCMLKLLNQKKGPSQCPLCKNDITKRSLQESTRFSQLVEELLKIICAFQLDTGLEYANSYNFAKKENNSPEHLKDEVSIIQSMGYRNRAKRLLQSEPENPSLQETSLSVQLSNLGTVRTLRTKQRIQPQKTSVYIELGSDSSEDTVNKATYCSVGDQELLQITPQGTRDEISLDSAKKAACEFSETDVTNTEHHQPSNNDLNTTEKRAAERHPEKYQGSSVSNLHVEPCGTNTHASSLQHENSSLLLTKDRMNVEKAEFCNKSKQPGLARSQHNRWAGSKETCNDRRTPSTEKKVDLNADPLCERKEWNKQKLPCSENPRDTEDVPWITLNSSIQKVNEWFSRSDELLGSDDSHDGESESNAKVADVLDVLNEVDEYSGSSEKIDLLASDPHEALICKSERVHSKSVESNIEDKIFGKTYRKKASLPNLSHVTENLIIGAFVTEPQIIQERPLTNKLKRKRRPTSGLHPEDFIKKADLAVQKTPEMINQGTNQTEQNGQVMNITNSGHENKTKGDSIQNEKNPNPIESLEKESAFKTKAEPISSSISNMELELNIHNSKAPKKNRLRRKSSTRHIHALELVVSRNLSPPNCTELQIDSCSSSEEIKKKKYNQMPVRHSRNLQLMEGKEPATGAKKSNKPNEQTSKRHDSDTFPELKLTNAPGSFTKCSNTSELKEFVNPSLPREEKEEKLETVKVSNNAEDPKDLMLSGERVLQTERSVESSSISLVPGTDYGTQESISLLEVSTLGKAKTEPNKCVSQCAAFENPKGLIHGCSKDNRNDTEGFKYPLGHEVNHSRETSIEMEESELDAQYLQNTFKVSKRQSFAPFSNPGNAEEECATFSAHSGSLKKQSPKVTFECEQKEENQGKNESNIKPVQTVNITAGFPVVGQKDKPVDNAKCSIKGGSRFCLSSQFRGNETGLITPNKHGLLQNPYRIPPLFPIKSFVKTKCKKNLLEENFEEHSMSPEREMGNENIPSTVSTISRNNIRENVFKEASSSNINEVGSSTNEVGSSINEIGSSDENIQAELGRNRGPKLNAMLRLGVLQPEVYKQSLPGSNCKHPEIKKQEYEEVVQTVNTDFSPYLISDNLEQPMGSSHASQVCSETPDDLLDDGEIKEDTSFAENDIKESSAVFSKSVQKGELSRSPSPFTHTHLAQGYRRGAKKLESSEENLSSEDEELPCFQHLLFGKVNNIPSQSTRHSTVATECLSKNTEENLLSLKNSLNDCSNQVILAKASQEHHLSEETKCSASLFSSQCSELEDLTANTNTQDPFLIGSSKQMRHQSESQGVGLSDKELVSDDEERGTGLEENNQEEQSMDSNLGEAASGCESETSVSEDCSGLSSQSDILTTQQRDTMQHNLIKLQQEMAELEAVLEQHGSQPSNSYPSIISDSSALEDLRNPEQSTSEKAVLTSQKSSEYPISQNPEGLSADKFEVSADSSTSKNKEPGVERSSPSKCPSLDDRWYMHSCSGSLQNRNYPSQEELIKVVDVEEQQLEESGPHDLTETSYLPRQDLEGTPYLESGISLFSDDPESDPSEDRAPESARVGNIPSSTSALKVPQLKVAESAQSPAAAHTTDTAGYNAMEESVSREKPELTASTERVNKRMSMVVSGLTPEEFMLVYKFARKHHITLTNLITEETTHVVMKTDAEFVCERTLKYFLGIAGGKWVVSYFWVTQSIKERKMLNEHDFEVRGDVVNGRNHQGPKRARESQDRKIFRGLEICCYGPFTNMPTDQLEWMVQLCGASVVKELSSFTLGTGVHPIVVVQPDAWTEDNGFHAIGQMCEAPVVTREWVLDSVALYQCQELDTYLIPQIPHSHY
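Fluorescence polarization: 100 nM His-tagged BRCA1 BRCT with 100 nM TAMRA-labelled phospho-BACH1 decapeptide, phosphate buffer pH 7.3 with 150 mM NaCl, DTT, 0.01% Tween 20; 12 min RT. Binding inhibition seen as FP decrease.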
ALOX15 inhib – 15-hLO (ALOX15) enzyme inhibition | P16050 | purified 15hLO-1, xylenol orange hydroperoxide absorbance | Potency, µM (titrated, usually from 57.1 µM), inactives show at the top dose activity change, negative = inhibition, usual class: inhibitors | 74,000 tested, 1.4% active | AID 887; further: potency means the concentration at half of the fitted maximal effect; on the % scale 0 is the no-effect control and ±100 the full control effect; nearly all actives have a fitted effect of over 55% in size
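Purified human 15hLO-1 (40 nM final) in 25 mM Hepes pH 7.5, 0.01% Triton X-100 was preincubated with compound 15 min at room temperature, then reacted 6 min with 50 uM arachidonic acid; hydroperoxide detected by Fe-XO, 573/405 nm absorbance ratio.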
Tau filament bind – tau filament binding; P10636; recombinant tau filaments, thioflavin S fluorescence, 15 h; filaments grown with octadecylsulfate alongside compound; Potency, µM (series often up to 57.1 µM), without a hit: at the top dose activity change, negative = inhibition; 71,000 tested, 2% active; AID 596;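 further: potency means the concentration at half of the fitted maximal effect; on the % scale 0 is the no-effect control and ±100 the full control effect; actives lower thioflavin S fluorescence by blocking filaments or displacing dye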
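Assay mix: 1 uM His-tagged tau, 30 uM sodium octadecylsulfate, thioflavine S dye in HEPES/NaCl/DTT buffer. Compound is added prior to the inducer. Fluorescence after 15 h at 37 C.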
Rhodamine fluor – compound fluoresces in the rhodamine spectral region | 59,000 tested, 0.05% active | Rhodamine-region fluorescence, 547/598 nm, Tris buffer; stronger effect = higher value | max dye-equivalent concentration, M; in the data active means max dye-equivalent concentration above about 11 nM; inconclusive means between about 1.1 nM and that limit
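Intrinsic compound fluorescence, ex 547 / em 598 nm, CCD imager. Tris 100 mM pH 8.0; 15 min RT. Output = rhodamine dye-equivalent concentration at each compound concentration.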
DNA Pol III inh – inhibitors of bacterial DNA polymerase III holoenzyme; AID 603; reconstituted DNA polymerase III holoenzyme replication, biochemical; 71,000 tested, 0.25% active; Potency, µM (highest dose often 57.1 µM), for the others: at the top dose activity change, negative = inhibition; further: potency means the concentration at half of the fitted maximal effect; on the % scale 0 is the no-effect control and ±100 the full control effect
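Reconstituted *E. coli* holoenzyme (0.35 nM Pol III, 1 nM beta, 154 nM SSB, 2 nM primase) was preincubated with compound for 15 min at RT. Synthesis on 1.4 nM ssM13Gori ran 35 min, then was stopped with PicoGreen/EDTA and read as dsDNA fluorescence.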
BRCT PPI green – inhibitors of human BRCA1 BRCT-phosphoprotein interaction (green fluorophore); P38398; BRCA1 BRCT-phosphopeptide binding, green fluorescence polarization; Potency, µM (series often up to 76.9 µM), for the others: top-dose activity change, negative = inhibition, usual class: inhibitors; 75,000 tested, 0.05% active; AID 875;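 further: potency means the concentration at half of the fitted maximal effect; plate controls were peptide without protein for full effect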
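Compounds were incubated for 12 min at room temperature with a complex of 100 nM fluorescein-tagged pBACH1 decapeptide and 250 nM His-tagged BRCT protein. Buffer was phosphate pH 7.3 with EDTA, DTT and Tween 20. Disruption of binding lowers the polarization signal.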
Casp1 inh – allosteric or competitive inhibitors of human caspase-1. Potency, µM (highest dose often 57.5 µM), for the others: at the top dose activity change, negative = inhibition, most hits filed as inhibitors. P29466. 75,000 tested, 0.03% active. Caspase-1 enzyme, Ac-WEHD-AFC fluorogenic rate;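 further: potency means the concentration at half of the fitted maximal effect; plate controls were vehicle for no effect and no substrate for full effect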
* marks the source's active call; other numbers are inactive results; i = inactive; ? = inconclusive; nt = not tested or not shown; [ ] = remark or other dose. Unless noted, the call rests on the fitted dose curve; in most records, active means well fitted curve in the direction sought with a large enough effect; inconclusive means small, poorly fitted or top-dose-only effect, or another doubt; inactive means no such curve, though single readings can be large; an effect the other way counts as inactive or inconclusive. The list is partial (hit frequency here may not be typical).

Second line of a record – HADH2 inh | HEK293 cAMP ctrl | USP2a inh | Casp7 inh | BRCT inh red | ALOX15 inhib | Tau filament bind | Rhodamine fluor | DNA Pol III inh | BRCT PPI green | Casp1 inh
> Cn1nc(-c2ccc(C(=O)N3CCN(c4ccccc4)CC3)cc2)c2ccccc2c1=O
  8.7% | 12.8% | 10.6% | -0.8% | 0.0% | -1.4% | -4.2% | i | 1.0% | -1.1% | -2.2%
> OC(CN1C2=NCCCN2c2ccccc21)c1ccc2c(c1)OCO2 (stereo not drawn)
  -4.7% | ? | -2.2% | -0.1% | 0.1% | -11.8% | 15.8% | i | -11.2% | -0.4% | -0.4%
> C=CCNC(=O)COc1ccc(Br)cc1Cl
  5.5% | 14.7% | 12.7% | -2.1% | 1.3% | 8.0% | -0.5% | nt | -11.7% | 0.2% | -1.3%
> CSC1=NCCN1C(=O)c1cccs1
  -1.0% | 4.1% | nt | -1.5% | -0.6% | 1.0% | -1.8% | nt | -7.0% | -2.5% | -5.6%
> O=C(CS(=O)(=O)c1cn(Cc2cccc(F)c2)c2ccccc12)N1CCOCC1
  12.1% | 10.8% | 6.4% | 1.7% | 0.2% | -6.2% | 5.4% | i | -4.0% | 0.9% | -2.1%
> CCn1cc(/C=C(/C#N)S(=O)(=O)c2ccccc2)cn1
  -11.1% | 4.3% | -4.1% | -2.2% | -0.3% | -6.6% | 0.0% | i | -4.2% | 1.0% | 0.5%
> CCOC(=O)c1ccc2c(c1)nc(COc1ccccc1C#N)n2CC
  30.2%[activator] | 14.7% | -11.9% | 1.1% | 0.8% | -1.7% | -1.1% | i | -2.9% | -1.5% | -1.9%
> Cc1cc(C)c2c(=O)[nH]n(C3CC(C)N(C)CC3C)c2n1 (stereo not drawn)
  -9.9% | 6.7% | 3.8% | -0.9% | 0.4% | 7.2% | -4.1% | i | -7.1% | 0.3% | 1.8%
> CC(C)N(c1ccccc1)c1ccc(NC(=O)C2CCCO2)cc1 (stereo not drawn)
  10.5% | 8.5% | -7.8% | 5.9% | 1.2% | -6.2% | -7.5% | i | -4.0% | -0.4% | 1.6%
> O=C1CCCN1CCC1CCN(C2CC(=O)N(c3ccc(Cl)cc3)C2=O)CC1 (stereo not drawn)
  3.9% | ? | 4.1% | -2.1% | 1.7% | -9.8% | 3.2% | i | -7.9% | -1.1% | 0.2%
> COc1ccc(-c2nc(CSCC(=O)N3CCN(C(=O)c4ccco4)CC3)c(C)o2)cc1OC
  11.2% | -2.1% | nt | -1.4% | 1.4% | 0.6% | 10.0% | nt | -2.2% | -0.2% | -4.4%
> CCOC(=O)NC(=O)CSc1nnnn1-c1ccccc1
  -22.9% | -0.1% | -7.0% | -0.1% | -1.0% | 5.9% | -6.0% | i | -7.1% | -3.0% | 2.0%
> CCOC(=O)N1CCN(CC(=O)N2c3ccccc3CC2C)CC1 (stereo not drawn)
  13.5% | 1.2% | 1.5% | -0.9% | -0.6% | 0.2% | 3.8% | i | 3.3% | -1.0% | 0.7%
> O=C(OCc1nc2ccccc2s1)C1CCN(C2=NS(=O)(=O)c3ccccc32)CC1
  -7.4% | 13.3% | 29.5% | -5.2% | -1.6% | -1.4% | -9.6% | i | 1.6% | -0.1% | -3.1%
> Cn1c(=O)oc2cc(S(=O)(=O)NC(Cc3ccccc3)C(=O)N3CCCCC3)ccc21 (stereo not drawn)
  0.5% | 3.6% | nt | -3.1% | -1.6% | -23.6% | 6.1% | nt | -1.8% | -2.7% | -1.6%
> O=C(c1ccco1)N1CCC2(CC1)CN(Cc1cc(C(F)(F)F)cc(C(F)(F)F)c1)C2
  1.9% | 15.8µM* | 46.9%[activator] | 2.4% | -1.2% | -1.8% | -10.9% | i | -10.5% | 0.5% | -7.2%
> CCCC(CCC(=O)NC1CCCCC1)C(=O)O (stereo not drawn)
  -5.2% | 4.1% | -2.6% | -7.8% | -0.8% | -1.8% | 3.2% | i | -3.7% | 0.7% | 0.7%
> O=C(NCCN1CCc2ccccc2C1)C1CC(=O)N(C2CCCC2)C1 (stereo not drawn)
  2.0% | 3.9% | 5.6% | 0.2% | -0.7% | -3.4% | 21.2% | i | -1.6% | -3.1% | -2.8%
> CCc1cccc2c1NC(=O)[C@]21[C@@H]2C(=O)N(Cc3ccccc3)C(=O)[C@@H]2[C@@H]2CCCN21
  ? | -13.1% | 43.6%[activator] | -11.4% | 1.1% | -27.4% | 25.1µM* | i | -1.6% | 1.6% | -5.6%
> Cc1ccc(CSc2nc3c(c(=O)[nH]2)CCC3)cc1
  -3.2% | 4.9% | 0.5% | -0.9% | 1.6% | 2.2% | 74.7% | nt | -6.9% | -1.8% | 1.9%
> Nc1ccc(CCNc2ncnc3c2ncn3[C@@H]2O[C@@H](CO)[C@H](O)[C@@H]2O)cc1
  9.7% | ? | -0.2% | 0.7% | -1.9% | 3.6% | -0.2% | i | -11.1% | -7.9% | 4.1%
> O=C(NC1=NCCS1)c1cccc(NC(=O)c2ccco2)c1
  3.6% | -3.9% | 14.0% | 0.4% | -5.0% | -6.9% | 6.2% | i | -1.9% | -1.8% | -2.2%
> O=C1CCC(c2ccccc2)=NN1c1nc2ccccc2s1
  10.9%[11.4 µM] | 3.3%[11.4 µM] | nt | 1.4%[11.5 µM] | 0.6%[15.4 µM] | 6.1%[11.4 µM] | 6.7%[11.4 µM] | i | -7.9%[11.4 µM] | -4.2%[15.4 µM] | 2.2%[11.5 µM]
> COc1ccc(N2CCN(C(=O)CSc3ncccc3-c3nc4ccccc4[nH]3)CC2)cc1
  -14.0% | 4.1% | 24.7% | -4.4% | 0.3% | -10.1% | ? | i | -3.4% | -0.1% | -4.9%
> Cc1cc(C)nc(N2CCCC(C(=O)NCCC3=CCCCC3)C2)n1 (stereo not drawn)
  8.5% | 11.5% | 6.0% | -0.4% | 0.5% | -2.6% | 4.7% | i | -4.9% | -1.2% | 0.6%
> COc1cc(-c2nc3cnccn3c2Nc2ccccc2)ccc1O
  ? | 1.6% | nt | -17.2% | 0.8% | -7.8% | -13.0% | nt | -8.4% | -1.9% | -17.9%
> CCOC(=O)c1c(C)[nH]c(C)c1C(=O)Cn1nnc(-c2ccccc2C)n1
  -10.4% | ? | 1.1% | -5.7% | -0.5% | -7.2% | 6.9% | i | -0.5% | 1.3% | -4.3%
> Cc1nn2c(N3CCCC3)cc(C(C)C)nc2c1-c1ccccc1
  ? | 0.7% | -7.4% | -1.5% | -1.2% | 4.0% | -5.1% | i | -2.6% | -0.8% | 1.4%
> Cc1noc(C)c1COC(=O)c1cccnc1SCC(=O)Nc1ccc2c(c1)OCO2
  1.2% | ? | 23.2% | -2.9% | 2.9% | -9.4% | -16.8% | i | -1.0% | 7.5% | -3.3%
> C=N[C@H](C(=O)N[C@@H]1C(=O)N2[C@@H]1SC(C)(C)[C@@H]2C(=O)O)c1ccccc1
  -9.0%[25.6 µM] | 7.4%[25.6 µM] | 26.1%[17.1 µM] | -0.4%[25.7 µM] | 1.2%[34.4 µM] | 10.4%[25.6 µM] | -10.8%[25.6 µM] | i | -1.7%[25.6 µM] | -9.1%[34.4 µM] | -1.2%[25.7 µM]
> NS(=O)(=O)c1ccc(S(=O)(=O)NCCc2ccccc2)cc1
  ? | 0.7% | -5.2% | 0.6% | -0.7% | -8.3% | -7.3% | nt | -5.1% | -1.7% | -7.5%
> O=C(c1ccco1)N1CCC2(CC1)CCN(c1ccccn1)CC2
  -9.1% | 10.6% | 32.8%[activator] | 0.3% | 0.4% | 1.2% | -1.7% | i | -11.4% | -4.7% | -3.7%
> N=c1ccn2c(n1)O[C@@H]1[C@H](O)[C@H](CO)O[C@@H]12
  nt | nt | nt | -1.3% | -0.9% | 15.2%[25.6 µM] | nt | nt | nt | -1.9% | 0.3%
> CCOc1ccc(-n2nnc3c(=O)n(CC(=O)c4ccccc4)cnc32)cc1
  -2.3% | 5.5% | nt | -0.1% | -0.3% | 7.9% | 155.7% | nt | -1.1% | -0.6% | -2.2%
> O=C1C2C3C=CC(C3)C2C(=O)N1CNc1ccc(O)cc1 (stereo not drawn)
  7.94µM* | 2.8% | 191.0%[activator] | -24.9% | -3.5% | ? | 15.8µM* | i | -13.2% | -3.8% | ?
